TAAR1 ag: agonists of human TAAR1; CHO RD-HGA16 TAAR1, Fluo-8 calcium fluorescence; vehicle wells 0%, saturating PEA agonist 100%; activation, % at 3 µM; hit rate 0.99% among 360,000;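 active = activation above the mean activation of all test compounds in the run plus 3 SD, cut at about 38% in these data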
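System: CHO-derived RD-HGA16 cells with stable Gα16 and human TAAR1 / Times: 17-24 h plating, Fluo-8 75 min 37 °C, 30 min RT / Technique: calcium-sensitive Fluo-8 signal, excitation 470-495, emission 515-575 nm / Measure: % activation relative to PEA EC100 response / Benchmarks: DMSO and PEA EC100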
CHO-K1 Ca antag: counter-screen for M1 antagonists: effect in parental CHO-K1 cells; ATP-induced calcium, Fluo-8 fluorescence; AID 602250; hit rate 0.6% among 360,000; inhibition, % at 3 µM;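 active = inhibition above a per-plate cutoff, the plate's mean sample inhibition plus 3 SD, cut at about 24% in these data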;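 also: 0% = DMSO plus EC80 ATP and 100% = DMSO alone without ATP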
M1 PAM parental: nonselective activator or artifact in parental CHO-K1 calcium assay | ATP EC20, Fluo-8 calcium fluorescence; 0% at ATP EC20, 100% at ATP max | activation, % at 3 µM | hit rate 0.02% among 360,000 | AID 602247;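 active = activation above the run cutoff, the mean activation of all test compounds plus 3 SD, cut at about 40% in these data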;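 also: peak over basal fluorescence ratio in a 140 s read after ATP addition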
CHO-K1 Ca ag: nonselective activator or artifact in parental CHO-K1 cells. Fluo-8 calcium fluorescence; scaled to maximal ATP response, vehicle zero. activation, % at 3 µM. hit rate 0.48% among 360,000; in the data active = activation above about 15%;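 also: untransfected CHO-K1 host cells lacking M1 receptor as counterscreen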
CHO parental Ca: counter-screen for OX1R antagonists: effect in parental CHO cells. hit rate 0.63% among 330,000. AID 463079. parental CHO-K1, ATP-induced calcium, Fluo-8 fluorescence. inhibition, % at 5.6 µM;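 active = inhibition above that plate's mean sample inhibition plus 3 SD, cut at about 26% in these data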;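 also: 0% = ATP-challenged DMSO wells and 100% = DMSO wells without ATP; some compounds past the cut are filed as inactive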
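Test system: untransfected parental CHO cell line; also added: ATP stimulus; dosing: 5.6 µM, single dose; signal: calcium-sensitive Fluo-8 fluorescence; measure: percent inhibition of ATP-evoked calcium rise, normalized to controls; benchmarks: low control ATP plus DMSO, high control DMSO only; replication: one well per compound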
TAAR1 antag: human TAAR1 antagonism | CHO RD-HGA16 TAAR1, Fluo-8 calcium fluorescence, antagonist | inhibition, % at 3 µM | Q96RJ0 | hit rate 1.5% among 360,000;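 active = inhibition above a per-plate cutoff, the mean inhibition of test compounds on that plate plus 3 SD, cut at about 49% in these data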;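 also: 0% = DMSO plus EC80 beta-PEA response and 100% = DMSO alone without agonist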
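Test system: CHO RD-HGA16 cells bearing hTAAR1 | Reagent: β-PEA, EC80 | Compound dosing: 3 µM, single point | Schedule: Dye loading 75 min at 37 °C, then 30 min room temperature | Signal: Calcium fluorescence with Fluo-8 | Evaluation: Percent inhibition of PEA-evoked calcium signal, max/basal emission ratio | Control set: DMSO-only wells and EC80 β-PEA-stimulated wells | Repeats: Singlicate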
OXTR potentiate: potentiators of human oxytocin receptor; P30559; CHO-OTR cells, Fluo-8 calcium fluorescence, potentiator mode; 0% = oxytocin EC15, 100% = EC100; activation, % at 3 µM; hit rate 0.061% among 320,000; AID 2445;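 active = activation above that plate's cutoff, the mean activation of tested compounds plus 3 SD, cut at about 6.6% in these data, passing the limit was not always enough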;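 also: 100% uses oxytocin at 75 nM as the full agonist control; some results filed as inactive read as strong as hits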
Target sequence (P30559 whole entry, looked up): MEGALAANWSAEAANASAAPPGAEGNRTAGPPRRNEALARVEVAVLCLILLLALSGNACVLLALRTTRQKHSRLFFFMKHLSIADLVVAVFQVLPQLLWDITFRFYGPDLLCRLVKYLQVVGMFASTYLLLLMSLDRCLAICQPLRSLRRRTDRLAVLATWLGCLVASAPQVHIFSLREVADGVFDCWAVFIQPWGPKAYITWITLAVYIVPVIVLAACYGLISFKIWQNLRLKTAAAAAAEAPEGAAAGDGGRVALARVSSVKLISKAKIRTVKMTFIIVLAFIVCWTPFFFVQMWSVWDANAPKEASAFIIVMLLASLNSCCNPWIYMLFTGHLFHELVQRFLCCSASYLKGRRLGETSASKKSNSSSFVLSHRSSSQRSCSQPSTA
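Assay system: CHO-OTR cells, human receptor / Also added: oxytocin at about EC15, sub-maximal agonist stimulus / Dosing: single dose, 3.0 µM nominal final compound concentration / Incubation: 6 min pre-incubation, 100 s read / Technique: Fluo-8 calcium dye fluorescence / Read-out: % activation vs EC15 and EC100 oxytocin / Benchmarks: EC15 oxytocin low, 75 nM oxytocin high / Replicates: singlicate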
M1 antag: antagonists of human M1 muscarinic receptor; CHO-K1 hM1, Fluo-8 calcium fluorescence, ACh EC80 antagonist; AID 588852; P11229; inhibition, % at 3 µM; hit rate 1.3% among 360,000;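 active = percent inhibition above its own plate's cutoff, namely the mean of that plate's compound wells plus 3 SD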;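 also: peak over basal fluorescence ratio during 140 s after agonist addition; 0% = ACh EC80 plus DMSO and 100% = DMSO alone without agonist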
Target sequence (P11229 whole entry, looked up): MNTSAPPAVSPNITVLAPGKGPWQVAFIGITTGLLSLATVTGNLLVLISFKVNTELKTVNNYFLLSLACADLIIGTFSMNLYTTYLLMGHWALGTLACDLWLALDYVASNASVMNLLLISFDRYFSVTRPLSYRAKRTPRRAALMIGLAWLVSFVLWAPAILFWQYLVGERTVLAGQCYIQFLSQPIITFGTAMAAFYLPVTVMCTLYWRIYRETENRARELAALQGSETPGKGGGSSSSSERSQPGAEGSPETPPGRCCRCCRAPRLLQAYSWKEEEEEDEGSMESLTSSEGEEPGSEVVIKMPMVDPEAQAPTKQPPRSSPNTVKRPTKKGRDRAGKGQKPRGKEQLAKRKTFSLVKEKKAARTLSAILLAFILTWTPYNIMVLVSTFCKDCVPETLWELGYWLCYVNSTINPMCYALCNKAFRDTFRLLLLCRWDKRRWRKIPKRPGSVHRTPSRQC
M1 ag: activates human CHRM1 receptor. CHO-K1 hM1, Fluo-8 calcium fluorescence, agonist mode; 0% DMSO, 100% acetylcholine EC100. activation, % at 3 µM. hit rate 0.33% among 360,000. AID 588814;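 active = activation above the run's mean compound activation plus 3 SD, cut at about 16% in these data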;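 also: peak over basal fluorescence ratio within a 140 s kinetic read after compound addition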
Numbers without * were called inactive; . = not tested or not shown.

SMILES	TAAR1 ag	CHO-K1 Ca antag	M1 PAM parental	CHO-K1 Ca ag	CHO parental Ca	TAAR1 antag	OXTR potentiate	M1 antag	M1 ag
CCC(=O)N1CCCC(C)(C(=O)Nc2ccc(OC(F)F)cc2)C1 (stereo not drawn)	1	1	3	0.0	.	-25	.	-13	-2
O=S(=O)([O-])CCC[n+]1c(SCCCS(=O)(=O)O)sc2ccc(Cl)cc21	4	-8	23	0.3	3	-2	-8	-16	-8
Cc1ccccc1NC(=O)c1ccc(S(=O)(=O)N(C)C)cc1	1	-9	5	0.5	-15	-10	-6	-9	0
Cc1sc2nc(SCC(=O)N3CCCCC3)[nH]c(=O)c2c1C	19	4	2	-0.1	2	0	-7	-18	0
CCOc1cccc(NC(=O)c2cccc(F)c2)c1	13	-5	1	0.4	7	15	-12	11	-3
CN1CCN(C(=O)Nc2cccc3ccccc23)CC1	1	-5	20	2.9	2	3	2	3	-2
Cn1c(-c2ccccc2)cnc1NCc1cccc([N+](=O)[O-])c1	4	-9	13	0.7	-15	-13	-7	36*	-9
CC1CCCCC12NC(=O)N(CC(=O)c1ccc(Cl)s1)C2=O (stereo not drawn)	-1	-9	5	0.2	-9	-5	2	-16	-5
Cc1ccn2c(=O)nc(SCC(=O)NC3CCCCC3)nc2c1	0	-4	1	0.1	-6	-11	-4	-13	-1
CC(C)c1c(C(=O)N/N=C/c2ccc(-c3ccccc3)cc2)nnn1-c1nonc1N	1	-5	-10	-0.2	2	-13	3	0	-2
COc1ccc([C@H]2/C=C\CN(C(=O)c3ccc(C)cc3)[C@@H](C)C(=O)N2Cc2ccc(F)cc2)cc1	4	-1	-6	-0.5	-27	4	-15	-9	4
CC(=O)c1c(C)n(-c2cccc(Cl)c2)c2ccc(O)cc12	4	-9	13	1.5	-14	51*	-11	6	4
COc1cccc(OCC(=O)NNC(=O)c2ccc3ccccc3c2O)c1	-1	4	0	0.2	.	-29	.	-12	0
CC(C)C(c1nnnn1Cc1ccccc1)N1CCC(C(N)=O)CC1 (stereo not drawn)	6	-5	9	0.4	1	-4	-5	-13	0
COc1ccc(CN(CC2CCC(C(=O)O)CC2)C(=S)Nc2cc(Cl)ccc2OC)cc1 (stereo not drawn)	15	-10	9	0.1	-19	-13	-15	7	-2

3 consecutive entries out of the list so far, quoted:
SMILES	TAAR1 ag	CHO-K1 Ca antag	M1 PAM parental	CHO-K1 Ca ag	CHO parental Ca	TAAR1 antag	OXTR potentiate	M1 antag	M1 ag
CCOc1cccc(NC(=O)c2cccc(F)c2)c1	13	-5	1	0.4	7	15	-12	11	-3
CN1CCN(C(=O)Nc2cccc3ccccc23)CC1	1	-5	20	2.9	2	3	2	3	-2
Cn1c(-c2ccccc2)cnc1NCc1cccc([N+](=O)[O-])c1	4	-9	13	0.7	-15	-13	-7	36*	-9

Next section:
SMILES	TAAR1 ag	CHO-K1 Ca antag	M1 PAM parental	CHO-K1 Ca ag	CHO parental Ca	TAAR1 antag	OXTR potentiate	M1 antag	M1 ag
O=C(NCc1ccc2c(c1)OCO2)c1ccc(S(=O)(=O)N2CCCCC2)cc1	14	7	5	3.2	-6	17	-4	13	-3
CC(C)(C)C(CCl)C(=O)NN=C(c1ccccc1)c1ccccc1 (stereo not drawn)	1	-1	-2	0.1	-7	-2	-4	15	-3
Cc1ccc(-c2nn(-c3ccc(F)cc3)cc2C(=O)NCCCN2CCCC2=O)cc1	3	1	2	0.8	.	-7	.	-1	-7
Cc1onc(-c2c(Cl)cccc2Cl)c1C(=O)N1C(C)CCCC1C (stereo not drawn)	0	15	-10	-0.3	-8	15	3	2	-2
CC(C)c1ccc(/C=C/c2[nH]c(=O)[nH]c(=O)c2[N+](=O)[O-])cc1	-2	-8	12	0.9	-6	-15	-2	-18	1
O=C(Nc1ccccc1Sc1ccccc1)c1ccc(F)cc1	5	1	15	0.6	-24	21	-8	-6	-5
COC(=O)c1ccc(CO/N=C/c2ccccc2OC)cc1	-2	-3	-9	-1.1	-13	-15	-14	-10	2
CCCSc1nnc(NC(=O)CSc2sc3c(O)cc(=O)[nH]c3c2C#N)s1	3	-12	0	1.1	-2	-12	2	-7	-4
CCN(CCCC(=O)c1ccc(F)cc1)CCc1ccccc1	15	0	1	0.7	-12	-15	-9	59*	-10
Cc1ccccc1C(=O)Nc1ccc(S(=O)(=O)Nc2onc(C)c2C)cc1	7	-15	20	0.7	-7	-32	3	-31	0
CCCCNC(=O)c1cc(-c2ccc(F)cc2)on1	9	-7	19	0.8	-13	-1	-3	4	-8
COC(=O)CN1C(=O)C2(C(C#N)=C(N)Oc3n[nH]c(-c4cccs4)c32)c2ccccc21 (stereo not drawn)	6	8	-7	-0.1	4	-5	-9	-2	1
Cc1cc2c(ncn2C)c(NS(=O)(=O)c2cc(Cl)ccc2Cl)c1C	14	-7	15	-0.1	-13	-31	-3	-12	0
O=C(OC1CC2CC1[C@H]1CCCCN1C2=O)N1CCCCC1 (stereo partly drawn)	0	-27	17	1.1	.	4	.	.	.
COc1cccc(OC)c1OCCN1CCN(C(c2ccccc2)c2ccccc2)CC1	5	1	9	1.1	-19	-7	-15	31	-3

Retrieved by structure from the list above, 7 records:
SMILES	TAAR1 ag	CHO-K1 Ca antag	M1 PAM parental	CHO-K1 Ca ag	CHO parental Ca	TAAR1 antag	OXTR potentiate	M1 antag	M1 ag
O=C(NCc1ccc2c(c1)OCO2)c1ccc(S(=O)(=O)N2CCCCC2)cc1	14	7	5	3.2	-6	17	-4	13	-3
COC(=O)CN1C(=O)C2(C(C#N)=C(N)Oc3n[nH]c(-c4cccs4)c32)c2ccccc21 (stereo not drawn)	6	8	-7	-0.1	4	-5	-9	-2	1
CCCSc1nnc(NC(=O)CSc2sc3c(O)cc(=O)[nH]c3c2C#N)s1	3	-12	0	1.1	-2	-12	2	-7	-4
CCCCNC(=O)c1cc(-c2ccc(F)cc2)on1	9	-7	19	0.8	-13	-1	-3	4	-8
Cc1ccccc1C(=O)Nc1ccc(S(=O)(=O)Nc2onc(C)c2C)cc1	7	-15	20	0.7	-7	-32	3	-31	0
Cc1cc2c(ncn2C)c(NS(=O)(=O)c2cc(Cl)ccc2Cl)c1C	14	-7	15	-0.1	-13	-31	-3	-12	0
COC(=O)c1ccc(CO/N=C/c2ccccc2OC)cc1	-2	-3	-9	-1.1	-13	-15	-14	-10	2

Results in M1 antag, for some of the entries so far:
structure	M1 antag
CCCCNC(=O)c1cc(-c2ccc(F)cc2)on1	4
COC(=O)CN1C(=O)C2(C(C#N)=C(N)Oc3n[nH]c(-c4cccs4)c32)c2ccccc21 (stereo not drawn)	-2

Next entries follow.
SMILES	TAAR1 ag	CHO-K1 Ca antag	M1 PAM parental	CHO-K1 Ca ag	CHO parental Ca	TAAR1 antag	OXTR potentiate	M1 antag	M1 ag
CCOC(=O)c1cc(CC)sc1NC(=O)c1ccc2c(c1)OCCO2	10	-12	25	0.9	-2	-5	-8	-13	4
CCN(CC)S(=O)(=O)c1ccc(C)c(NC(=O)CSc2nnnn2C)c1	13	-16	26	0.4	-9	-3	-3	-8	-4
COc1ccc(NC(=O)C2CCN(c3ncnc4c3nc3n4CCCCC3)CC2)cc1Cl	-2	-11	28	-0.5	-27	-11	-3	1	-5
CCOC(=O)Cc1csc(NC(=O)CSc2nc(=O)[nH]c3c2CCC3)n1	1	-17	11	1.8	-4	5	0	-12	-4
Cn1nnnc1SCC(=O)N1c2ccccc2Sc2ccccc21	4	-2	17	3.1	-21	-17	-4	20	-3
Oc1ccc(Br)cc1CNc1nccs1	5	-5	11	-0.1	8	0	-4	-14	-5
CCOc1cc(C(=O)O/N=C(\N)c2ccccn2)cc(OCC)c1OCC	-3	-8	8	0.9	-23	-30	-2	-12	-5
CCn1c(=O)cc(SCC(=O)NCC2CCCO2)c2ccccc21 (stereo not drawn)	21	-18	22	1.7	-12	-9	0	-11	-7
Cc1cc[n+](Cc2ccccc2)c(N)c1	6	-9	-2	-0.1	0	-10	0	2	-15
Cc1cc(C)n(CC(=O)n2nc(C)cc2C)n1	15	-6	11	0.0	-6	14	-5	-12	-1
COc1cccc(NC(=S)N2CCN(c3ccc([N+](=O)[O-])cc3)CC2)c1	3	-2	9	4.8	1	10	-15	-2	-3
CC(=O)Nc1ccc(-c2nc3ccccc3c(=O)o2)cc1	0	-10	3	0.3	-4	-9	-11	-28	0
CC(C)N(Cc1nnc(-c2ccc(Cl)cc2)o1)C(=O)C1=COCCO1	0	6	5	1.1	-6	5	2	15	-4
CC(=O)Nc1ccc(NC(=O)c2ccc(C)c(S(=O)(=O)Nc3cccc(C)c3)c2)cc1	2	1	-12	0.5	7	-1	-3	0	0
C=CCn1c(COc2ccccc2F)nnc1SCCN1C(=O)c2ccccc2C1=O	18	0	12	13	-12	21	-14	7	1
O=C(N/N=C/c1ccncc1)c1nc(-c2ccccc2)n2c1CCCCC2	12	-2	-1	0.1	-14	4	-6	4	-7
CC(C)N(C(=O)Cn1cc(SCC(N)=O)c2ccccc21)C(C)C	0	-12	9	0.4	-13	3	-2	-2	-2
Cc1sc2nc(SCCN(C)C)n(-c3ccccc3)c(=O)c2c1-c1ccc(F)cc1	16	-4	1	-0.3	-15	-18	-4	-19	1
O=c1cc(-c2ccccc2Cl)oc2c(NS(=O)(=O)c3cccs3)ccc(O)c12	1	-14	-8	-0.5	-11	40	-3	4	-6
CCC1=C(OC(=O)N(CC)CC)N2C(=O)OC(=NCCOC)[C@]2(Cc2ccccc2)[C@H]2C1=CC[C@H]1C(=O)N(CC(=O)OC)C(=O)[C@H]12	11	-6	17	1.0	-29	8	-8	2	-5
CC(C)NC(=O)C1(C)CCN1C/C=C/c1ccccc1 (stereo not drawn)	0	-16	5	0.8	.	0	.	-5	-8
Cc1ccc(C(NC(=O)C2CCN(Cc3ccc(Oc4ccccc4)cc3)CC2)c2ccccn2)cc1 (stereo not drawn)	5	-4	18	2.2	.	-2	.	-6	-5
OC(COc1ccccc1Cl)CN1CCN(CC(O)COc2ccccc2Cl)CC1 (stereo not drawn)	29	12	-4	5.7	-9	50*	-21	25	3
CCOC(=O)C1=C(C)NC2=C(C(=O)CC(C)(C)C2)C1c1ccsc1 (stereo not drawn)	0	-23	3	-0.7	-19	-10	-2	-12	-8
